Source: PubChem
Fh CTSL1 inh = counter-screen for PFM18AAP inhibitors: inhibitors of F. hepatica cathepsin L1. recombinant F. hepatica cathepsin L1, Z-Leu-Arg-MCA fluorescence. inhibition, % at 5.96 µM. actives 0.49% (n = 300,000);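 active = inhibition above the mean of all tested compounds plus 3 SD, set per screening campaign, cut at about 17% in these data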;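 note: 0% = plate median of test compound wells and 100% = 1 µM Z-Phe-Ala-diazomethylketone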
LYPLA2 inh = counter-screen for PME1 inhibitors: inhibitors of human LYPLA2. O95372. recombinant LYPLA2, FP-Rh probe fluorescence polarization. inhibition, % at 5.9 µM. actives 0.38% (n = 320,000). AID 2177;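 active = inhibition above the screen-wide mean plus 3 SD, limit set per campaign, cut at about 26% in these data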;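 note: 0% = LYPLA2 with DMSO and 100% = wells lacking LYPLA2 enzyme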
PP1 counter = blocks human PP1-alpha phosphatase, a PP5 counter-screen | P62136 | purified PP1alpha, OMFP fluorescence | inhibition, % at 6.7 µM | actives 0.9% (n = 320,000);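 active = inhibition above the mean inhibition of all tested compounds plus 3 SD, computed separately for each screening campaign, cut at about 15% in these data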
PP5 primary = PP5 (human) phosphatase inhibition; P53041; purified PP5c, OMFP substrate fluorescence; inhibition, % at 6.7 µM; actives 0.18% (n = 320,000);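 active = inhibition above the campaign's mean inhibition across all tested compounds plus 3 SD, cut at about 9.5% in these data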;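 note: 0% = DMSO only and 100% = 100 µM cantharidin control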
Target sequence (P53041 whole entry, looked up): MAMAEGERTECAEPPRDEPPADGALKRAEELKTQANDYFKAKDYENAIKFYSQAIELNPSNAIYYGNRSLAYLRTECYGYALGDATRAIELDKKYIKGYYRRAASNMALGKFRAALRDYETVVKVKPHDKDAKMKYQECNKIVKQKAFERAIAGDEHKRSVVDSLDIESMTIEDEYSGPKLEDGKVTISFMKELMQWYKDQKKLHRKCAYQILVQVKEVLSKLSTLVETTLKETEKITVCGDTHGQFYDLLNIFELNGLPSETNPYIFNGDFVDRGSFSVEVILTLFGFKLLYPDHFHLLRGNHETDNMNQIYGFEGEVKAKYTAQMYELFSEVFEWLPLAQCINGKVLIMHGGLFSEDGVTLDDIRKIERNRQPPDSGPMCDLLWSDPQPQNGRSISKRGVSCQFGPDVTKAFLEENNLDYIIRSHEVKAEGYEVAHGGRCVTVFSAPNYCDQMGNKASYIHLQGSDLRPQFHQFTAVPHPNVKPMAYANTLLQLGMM
GASC-1 inh = blocks human GASC-1 demethylase activity; Q9H3R0; GST-JMJD2C(1-420) H3K9me3 demethylation, DELFIA europium; inhibition, % at 2.35 µM; actives 0.069% (n = 330,000); AID 2099;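 active = more than half of a compound's replicate wells show inhibition beyond 50%, single wells judged on their own value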;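 note: signal counts dimethyl H3K9 product captured on neutravidin plate; 0% = median of DMSO wells and 100% = 0.3 times that DMSO median; strong numbers were not always called active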
Target sequence (Q9H3R0 1-420 limits assumed): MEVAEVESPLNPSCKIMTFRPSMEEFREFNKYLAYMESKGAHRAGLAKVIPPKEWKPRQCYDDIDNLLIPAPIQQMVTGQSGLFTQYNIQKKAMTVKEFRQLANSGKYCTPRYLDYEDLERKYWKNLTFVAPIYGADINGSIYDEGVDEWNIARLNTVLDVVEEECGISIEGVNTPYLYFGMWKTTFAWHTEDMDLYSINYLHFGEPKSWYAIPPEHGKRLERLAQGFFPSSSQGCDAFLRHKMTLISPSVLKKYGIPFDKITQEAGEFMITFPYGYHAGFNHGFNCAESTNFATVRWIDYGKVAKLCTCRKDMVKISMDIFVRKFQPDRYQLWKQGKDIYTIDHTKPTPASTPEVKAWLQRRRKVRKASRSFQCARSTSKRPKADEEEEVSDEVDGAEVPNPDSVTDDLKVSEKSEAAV
Efflux pump inh = blocks antifungal efflux pumps in multiplex yeast assay. S. cerevisiae Candida pump triplex, Nile Red efflux. inhibition, % at 10 µM. actives 0.44% (n = 330,000). AID 485275;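 active = plate passing quality check with inhibition over a set limit, or well fluorescence over plate mean plus 4 SD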;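 note: Nile Red retained in pooled yeast measured as flow cytometry median fluorescence; 0% = buffer negative control and 100% = Enniatin B positive control; higher means more Nile Red kept so more efflux inhibition; some compounds called inactive have numbers as strong as hits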
PREPL inh = human PREPL enzyme inhibition; Q4J6C6; recombinant PREPL, fluorescence polarization activity-based probe; inhibition, % at 5.96 µM; actives 0.68% (n = 320,000); AID 2751; in the data active = inhibition above about 43%;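 note: 0% = enzyme with DMSO and 100% = wells lacking enzyme; many of its hits are not listed in these tables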
core dimer inh = blocks dimerization of HCV core protein. TR-FRET GST/Flag-core106 dimerization, 1536-well. inhibition, % at 5 µM. actives 0.33% (n = 300,000);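 active = inhibition above the mean of all tested compounds plus 3 SD, set per screening campaign, cut at about 45% in these data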
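Assay system: GST-tagged and Flag-tagged HCV core protein residues 1-106 / Times: compound-protein-antibody incubation 4 h at 22.5 °C / Signal: time-resolved FRET, ex 340 nm, em 617 and 671 nm / Evaluation: % inhibition based on acceptor/donor emission ratio / Benchmarks: wells lacking GST-core106 and wells with excess unlabelled core106 / Repeats: singlicate, one well per compound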
TPT1 inhibitor = blocks Candida albicans tRNA 2'-phosphotransferase | inhibition, % at 5 µM | actives 0.81% (n = 300,000) | recombinant caTPT1, FP RNA substrate dephosphorylation;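 active = inhibition above the mean of all tested compounds plus 3 SD, set per screening campaign, cut at about 24% in these data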;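 note: plate controls were DMSO alone for no effect and ferristatin control at 100 nM for full effect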
* hit, by the source's call; x = no result given. The list is partial (hit frequency here may not be typical).

SMILES	Fh CTSL1 inh	LYPLA2 inh	PP1 counter	PP5 primary	GASC-1 inh	Efflux pump inh	PREPL inh	core dimer inh	TPT1 inhibitor
CC(NC(=O)C1CCN(S(=O)(=O)N2CCCCCC2)CC1)c1ccccc1 (stereo not given)	-5	0	1	1.4	2	-0.1	2	1	2
Cn1c(=O)c(C(=O)COC(=O)c2cc(-c3ccco3)nc3ccccc23)c(N)n(CC2CC2)c1=O	11	-32	21*	3.9	8	0.1	-41	57*	14
CC(C)C(=O)Nc1cc2c3c(c1)CCN3C(=O)CC2	0	4	-4	1.3	3	0.0	2	5	-1
CC(C)[C@@H]1NC(=O)c2cc([N+](=O)[O-])cc(I)c2NCCC[C@@H](C(=O)NC(CC(=O)O)C(N)=O)NC(=O)[C@H](CO)NC1=O (stereo not given in full)	3	0	2	5.0	17	-0.1	19	-13	-2
Cc1ccc(C(=O)OC(C)C(=O)NC2CCCCC2C)cc1S(=O)(=O)N1CCOCC1 (stereo not given)	-27	0	-4	1.6	1	-0.1	1	-2	0
Cc1noc(C)c1C(=O)Nc1ccccc1-c1ccccc1	-3	-5	-1	0.6	0	0.1	3	0	-2
COc1cccc(-c2cc(C(=O)N/N=C/c3ccco3)c3ccccc3n2)c1	6	-6	-1	3.7	0	-0.1	7	12	1
Cc1nn(Cc2ccccc2)c(C)c1NC(=O)c1noc2c1CCc1ccccc1-2	-4	2	0	3.1	17	0.2	-6	6	-2
CCCc1nn2c(=O)cc(CSCC(=O)Nc3ccc(OC)cc3)nc2s1	-9	1	0	2.9	-6	-0.7	13	-10	-2
Cc1sc2nc(CSCC(=O)Nc3cc(F)ccc3F)[nH]c(=O)c2c1C	x	0	2	2.5	0	-0.2	5	x	x
Cc1cc2cc(CN(Cc3cccs3)C(=S)NCc3ccco3)c(=O)[nH]c2cc1C	-1	-23	2	2.2	18	-3.6	-3	18	3
Cn1cccc1CNC1CCCC1	0	6	-6	0.4	26	0.3	4	1	-2
CC1CCCCC1NC(=O)C1CCN(C(=O)c2sccc2-n2cccc2)CC1 (stereo not given)	-3	2	-3	0.8	12	0.2	7	-3	4
Cc1ccccc1OCC(=O)N/N=C/c1ccco1	-9	2	-1	-0.3	30	-0.1	0	-6	2
O=[N+]([O-])c1cc(C(F)(F)F)cc([N+](=O)[O-])c1NCCNC(=S)Nc1cccc(F)c1	1	7	6	2.5	1	-0.1	-1	2	-2
COc1ccc(-c2nc3c(n2O)CCc2c-3no[n+]2[O-])cc1	0	-1	-6	-2.7	-11	0.1	11	-1	3
Cc1nnc(SC(C)C(=O)NC2CCCCC2C)n1N (stereo not given)	2	-2	-6	0.3	-15	0.4	-1	0	3
Cc1ccc(-c2nc(CS(=O)CC(=O)NC3CCC(C)CC3)c(C)o2)cc1 (stereo not given)	2	4	1	2.4	0	0.0	14	-1	0
C=CCC1(O)CC(c2ccco2)NC(c2ccco2)C1CCC (stereo not given)	1	3	-6	1.6	11	-0.1	7	-3	-1
COc1cc(NC(=O)Cn2c(=O)n(-c3cccc(C)c3)c(=O)c3c(C)c(C)sc32)cc(OC)c1	-4	-6	-2	-7.0	4	0.0	9	2	-2
O=C(OCC(=O)N1CCOCC1)c1ccccc1Br	-9	-2	-5	-0.2	-11	0.1	-6	0	0
Cc1nc(NCc2ccccn2)c2c3c(sc2n1)CCCC3	1	-6	4	2.2	-2	-0.4	3	1	-4
CCC1=C2CC[C@H]3C(=O)NC(=O)[C@H]3[C@H]2[C@@]2(Cc3ccccc3)C(=NCC(=O)OC)OC(=O)N2C1=O	0	-3	-1	0.5	x	-0.2	11	-18	-4
CCS(=O)(=O)N1CCN(Cc2ccncc2)CC1	4	3	-3	-0.5	-4	0.0	8	-5	1
CCn1ccnc1CN(C)C(=O)c1cc(COc2ccc(OC)c3ccccc23)on1	5	8	3	1.5	-5	0.0	12	11	-1
O=C(c1cc2ncc(Br)cn2n1)N1CCCCC1	-4	-1	0	-1.5	-1	-0.1	0	1	-3
S=C(NCc1ccncc1)Nc1ccccc1	2	1	3	1.2	-8	-0.2	1	6	-4
COc1ccc(COC(=O)C2CC(=O)N(Cc3ccccc3)C2)cc1 (stereo not given)	x	0	-2	-2.3	1	-0.1	-3	x	x
Cc1ccc(NC(=O)c2cc(S(=O)(=O)N(C)C)ccc2N2CCCC2)cc1S(=O)(=O)N(C)C	-1	5	-6	0.3	0	-0.1	4	17	1
COc1cccc(C(=O)Nc2ncc3c(n2)CC(C)CC3=O)c1 (stereo not given)	-1	4	-2	0.8	6	0.0	-11	4	-1
CCN1C(=O)c2cccc3c(S(=O)(=O)NCc4ccccn4)ccc1c23	-3	4	-2	2.7	-3	-0.1	7	-3	1
c1ccc2cc(CSCc3nc4ccccc4[nH]3)ccc2c1	2	4	4	1.3	22	0.0	0	1	1
N#CC1=C(SCC(=O)c2cc3ccccc3oc2=O)NC(=O)C(C#N)C12CCCC2 (stereo not given)	-1	-6	4	1.2	-6	0.0	7	14	49*
C#CCOCCOCCOCCNc1nc(N2CCN(C(=O)[C@H]([C@@H](C)CC)n3cc(CCCN=C(N)N)nn3)CC2)nc(N2CCN(C(=O)[C@H](C)n3cc(CCCN=C(N)N)nn3)CC2)n1	3	-5	8	2.9	-7	x	29	-4	-2
CCOc1ccc(S(=O)(=O)N2CCCCC2)cc1NC(=O)CSCc1c(C)noc1C	-4	8	-3	0.3	-1	-0.1	13	-2	-1
COc1ccc(-c2cc(C(=O)N(C)CC(=O)Nc3ccccc3Br)c3ccccc3n2)cc1OC	-17	-8	-2	2.1	-6	0.1	-2	5	-2
COc1ccc(OC)c(NC(=S)NN2CCOCC2)c1	7	4	-3	1.1	-48	0.0	-3	-1	1
COc1ccc(CN(CC(=O)NCc2ccco2)C(=O)CNS(=O)(=O)c2ccc(C)cc2)cc1	6	3	-1	0.0	5	-0.1	11	-5	-2
CCn1c(COc2cccc(C)c2)nc2ccccc21	-4	4	-3	2.2	-1	0.0	-1	3	-2
CS(=O)(=O)Cc1cc(Sc2ccccc2)nc(-c2ccncc2)n1	0	0	-3	2.7	-6	-0.3	8	0	-2
COc1cc(-c2nnc(Sc3ccc(C(F)(F)F)cc3[N+](=O)[O-])o2)cc(OC)c1OC	4	2	-3	1.5	1	-0.1	5	1	1
CN(Cc1ccc(F)cc1)C(=O)c1ccc(NS(=O)(=O)c2ccc3[nH]c(=O)[nH]c3c2)cc1	-2	4	-3	-0.8	39	0.1	10	-6	-2
CC(O)c1nc2ccccc2n1Cc1ccc([N+](=O)[O-])cc1 (stereo not given)	-3	3	0	1.6	-2	0.0	10	-3	4
Cc1nc(NS(=O)(=O)c2ccccc2)sc1NC(=O)OC(C)C	-1	-3	-2	1.2	-8	-0.6	1	0	-1
CC1CCCCN1C(=O)C(=O)c1cn(CC(=O)N2CCCC2)c2ccccc12 (stereo not given)	1	-6	-5	1.6	15	0.0	8	2	-1
Cc1cc[n+](CC(=O)c2ccc(NC(=O)c3ccccc3)cc2)cc1	2	1	1	0.5	1	0.0	3	0	-1
COc1ccc(Br)cc1C(=O)Nc1cccc(NC(=O)c2ccco2)c1	0	-30	2	2.1	-2	-0.1	-10	1	-2
CC(=O)Nc1ccc(S(=O)(=O)Oc2cccc(/C=C3\SC(N)=NC3=O)c2)cc1	4	-53	3	1.0	36	-0.1	-15	5	1
CC(=O)N1CCc2c(sc(NC(=O)C3CC3)c2-c2nc3ccccc3s2)C1	-2	2	8	2.1	6	-0.4	15	12	19
O=C(CN1CCCc2ccccc21)N/N=C/c1c(O)ccc2ccccc12	1	-1	10	4.2	-9	13*	34	12	5
Cc1ccc(S(=O)(=O)N(C)CC(=O)Nc2ccc(C)cn2)cc1	-2	-1	0	-1.6	27	0.1	-5	-2	3
Cc1[nH]c2ccccc2c1SCC(=O)NNC(=O)Nc1ccc(OC(F)(F)F)cc1	0	-6	0	2.9	-12	0.1	-2	-4	1
COc1ccc(C(=O)C2CCN(CC(=O)NCc3ccccc3)CC2)cc1	-2	1	2	1.7	2	0.0	3	3	-1
CC(Sc1nncn1C)C(=O)Nc1ccc(Cl)cn1 (stereo not given)	-3	0	-1	2.5	4	0.0	6	-7	3
C/C(=N\NC(=O)c1ccccc1[N+](=O)[O-])c1c(O)cc(C)oc1=O	4	-1	0	0.7	4	4.2	7	-1	-3
O=C(CSc1nnc(-c2cccs2)o1)NCC1CN(Cc2ccccc2)CCO1 (stereo not given)	1	4	-1	19*	-6	0.0	2	-6	3
Cc1cc(=O)oc(C)c1C(=O)N1CCN(Cc2ccc3c(c2)OCO3)CC1	1	8	-1	0.5	4	-0.1	9	-2	-2
CC1CCCC(NC(=O)COC(=O)c2ccccc2Sc2ccccc2C#N)C1C (stereo not given)	2	-3	1	4.2	-2	0.1	0	0	0

Grouped by structure, the compounds so far containing an aryl methoxy group.
SMILES	Fh CTSL1 inh	LYPLA2 inh	PP1 counter	PP5 primary	GASC-1 inh	Efflux pump inh	PREPL inh	core dimer inh	TPT1 inhibitor
COc1cccc(-c2cc(C(=O)N/N=C/c3ccco3)c3ccccc3n2)c1	6	-6	-1	3.7	0	-0.1	7	12	1
CCCc1nn2c(=O)cc(CSCC(=O)Nc3ccc(OC)cc3)nc2s1	-9	1	0	2.9	-6	-0.7	13	-10	-2
COc1ccc(-c2nc3c(n2O)CCc2c-3no[n+]2[O-])cc1	0	-1	-6	-2.7	-11	0.1	11	-1	3
COc1cc(NC(=O)Cn2c(=O)n(-c3cccc(C)c3)c(=O)c3c(C)c(C)sc32)cc(OC)c1	-4	-6	-2	-7.0	4	0.0	9	2	-2
CCn1ccnc1CN(C)C(=O)c1cc(COc2ccc(OC)c3ccccc23)on1	5	8	3	1.5	-5	0.0	12	11	-1
COc1ccc(COC(=O)C2CC(=O)N(Cc3ccccc3)C2)cc1 (stereo not given)	x	0	-2	-2.3	1	-0.1	-3	x	x
COc1cccc(C(=O)Nc2ncc3c(n2)CC(C)CC3=O)c1 (stereo not given)	-1	4	-2	0.8	6	0.0	-11	4	-1
COc1ccc(-c2cc(C(=O)N(C)CC(=O)Nc3ccccc3Br)c3ccccc3n2)cc1OC	-17	-8	-2	2.1	-6	0.1	-2	5	-2
COc1ccc(OC)c(NC(=S)NN2CCOCC2)c1	7	4	-3	1.1	-48	0.0	-3	-1	1
COc1ccc(CN(CC(=O)NCc2ccco2)C(=O)CNS(=O)(=O)c2ccc(C)cc2)cc1	6	3	-1	0.0	5	-0.1	11	-5	-2
COc1cc(-c2nnc(Sc3ccc(C(F)(F)F)cc3[N+](=O)[O-])o2)cc(OC)c1OC	4	2	-3	1.5	1	-0.1	5	1	1
COc1ccc(Br)cc1C(=O)Nc1cccc(NC(=O)c2ccco2)c1	0	-30	2	2.1	-2	-0.1	-10	1	-2
COc1ccc(C(=O)C2CCN(CC(=O)NCc3ccccc3)CC2)cc1	-2	1	2	1.7	2	0.0	3	3	-1
